TrxR1 substrate: rat thioredoxin reductase 1 substrate activity. O89049. purified TrxR1 substrate turnover, NADPH consumption readout. Potency, µM (series often up to 114 µM), for the others: at the top dose activity change, negative = substrate turnover. 0.01% of 390,000 active. AID 588456; also: potency is read from the fitted curve at half-maximal effect; % is scaled to controls: 0 for no effect and ±100 for the full control effect; nearly all actives have a fitted effect of over 50% in size
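Rat TrxR1, dispensed at 90 nM, was prereduced with 400 uM NADPH (final) for 5 min at ~22 deg C, then incubated with compound 15 min before 400 uM selenite. A first-read NADPH fluorescence drop versus no-compound background flagged substrates.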
Vif-A3F inh: inhibitors of Vif-A3F interaction | Potency, µM (doses to about 46.1 µM), for inactives: at the top dose activity, negative = active | 0.2% of 390,000 active | HeLa A3F-eYFP + Vif (tagged APOBEC3F with the HIV-1 protein that degrades it), YFP fluorescence increase; also: potency is read from the fitted curve at half-maximal effect; % of control where 0% means no effect; nearly all actives have a fitted effect of over 65% in size
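HeLa cells stably expressing Vif plus C-terminally eYFP-tagged A3F were seeded, incubated overnight at 37 deg C, dosed with compound, incubated overnight again at 37 deg C. Yellow fluorescence (Ex 488/Em 500-530) reported blocked Vif-mediated A3F-eYFP degradation.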
PI4K2A block: blocks human PI4K2A kinase activity | activity change, negative = inhibition, % at 76.9 µM | Q9BTU6 | 0.13% of 420,000 active | purified PI4K2A, ADP-Glo luminescence, 1 h; stronger effect = lower value; in the data active = activity change below about -50%; inconclusive = mostly about -30% to -49%;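 also: -100% = wells without enzyme as full effect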
Target sequence (Q9BTU6 whole entry, looked up): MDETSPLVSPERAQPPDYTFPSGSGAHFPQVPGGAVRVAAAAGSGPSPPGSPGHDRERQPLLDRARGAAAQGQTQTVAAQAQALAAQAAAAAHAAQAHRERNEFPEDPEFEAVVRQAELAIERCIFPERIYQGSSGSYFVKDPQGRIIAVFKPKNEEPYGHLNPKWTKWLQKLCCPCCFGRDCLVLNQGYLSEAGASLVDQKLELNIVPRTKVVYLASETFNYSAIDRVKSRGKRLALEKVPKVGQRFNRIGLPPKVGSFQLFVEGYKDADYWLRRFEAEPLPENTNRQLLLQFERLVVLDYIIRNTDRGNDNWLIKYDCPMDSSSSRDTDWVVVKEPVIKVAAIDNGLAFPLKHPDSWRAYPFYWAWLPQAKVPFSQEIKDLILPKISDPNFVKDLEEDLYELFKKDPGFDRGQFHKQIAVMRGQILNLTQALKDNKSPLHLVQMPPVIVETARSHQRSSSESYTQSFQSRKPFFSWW
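In this quantitative HTS, ADP production by PI4K2A was quantified luminescently after 1 h at ambient temperature; 100 microM adenosine served as plate-quality control.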
Glioma ERSR ind: inducers of ER stress response in human glioma cells. U87-MG GRP78 promoter luciferase reporter, 16 h. Potency, µM, for inactives: at the highest dose activation, actives largely listed as activators. 0.02% of 420,000 active. AID 602332; also: potency is read from the fitted curve at half-maximal effect; series mostly up to about 76 µM; % of control where 0% means no effect; nearly all actives have a fitted effect of over 35% in size
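Stably transfected U87-MG glioma cells carrying a GRP78-based luciferase sensor; 16 h compound incubation. Luminescence end-point read 10 min after Bright-Glo addition at room temperature.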
IDH1 R132H inh: blocks human mutant IDH1 R132H enzyme; O75874; IDH1-R132H enzyme, NADPH consumption, diaphorase/resazurin fluorescence; Potency, µM (doses to about 76.6 µM), inactives show top-dose activity change, negative = inhibition, most hits filed as inhibitors; 0.093% of 390,000 active; AID 602179; also: potency is read from the fitted curve at half-maximal effect; % is scaled to controls: 0 for no effect and ±100 for the full control effect; nearly all actives have a fitted effect of over 65% in size
Target sequence (O75874 whole entry R132H, stated change not applied): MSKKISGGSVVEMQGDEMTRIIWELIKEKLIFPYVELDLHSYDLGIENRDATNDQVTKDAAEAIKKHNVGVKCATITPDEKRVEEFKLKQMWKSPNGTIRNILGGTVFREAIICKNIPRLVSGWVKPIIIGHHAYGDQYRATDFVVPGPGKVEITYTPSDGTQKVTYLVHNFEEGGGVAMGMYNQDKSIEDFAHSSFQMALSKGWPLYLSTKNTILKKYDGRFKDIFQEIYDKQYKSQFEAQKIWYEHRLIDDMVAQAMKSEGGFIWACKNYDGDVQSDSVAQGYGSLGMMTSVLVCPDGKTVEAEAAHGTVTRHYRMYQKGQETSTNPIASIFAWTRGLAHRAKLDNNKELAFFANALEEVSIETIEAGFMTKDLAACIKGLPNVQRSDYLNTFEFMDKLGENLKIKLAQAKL
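IDH1-R132H (0.5 ug/mL dispensed) in pH 7.5 Tris buffer was preincubated 30 min with compound, then given a substrate mix of 0.016 mM NADPH and 2 mM alpha-KG for 80 min at room temperature; remaining NADPH was read by diaphorase/resazurin fluorescence.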
USP1-UAF1 inh: inhibitors of human USP1/UAF1 deubiquitinase. 0.23% of 390,000 active. Potency, µM (top dose mostly 57.1 µM), for inactives: top-dose activity change, negative = inhibition, most hits filed as inhibitors. recombinant USP1/UAF1, Ub-Rhodamine cleavage fluorescence. O94782. AID 743255; also: potency is read from the fitted curve at half-maximal effect; % is scaled to controls: 0 for no effect and ±100 for the full control effect; nearly all actives have a fitted effect of over 60% in size; inactives centre near -12
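In this screen, compounds sit with the deubiquitinase complex (1nM) for 15 min at room temperature before Ub-Rho is added at 150nM final. Fluorescence rise is then followed for 6 reads every 60 seconds.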
RXFP1 agonist: agonists of human relaxin receptor RXFP1; Potency, µM (series often up to 57.5 µM), for inactives: top-dose activation, actives largely listed as activators; HEK293T-RXFP1 cAMP TR-FRET, 30 min; response scale: percent of porcine relaxin response, buffer zero; AID 2676; 0.3% of 370,000 active; Q9HBX9; also: potency is read from the fitted curve at half-maximal effect; % is scaled to controls: 0 for no effect and ±100 for the full control effect; nearly all actives have a fitted effect of over 60% in size; many of its hits are not listed in these tables
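HEK293 cells stably expressing RXFP1, treated 30 min at 37C with compounds plus PDE4 inhibitor Ro 20174; cAMP measured by HTRF TR-FRET. Normalized to buffer and 29 nM porcine relaxin; EC50 by Hill fit.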
Vif-APOBEC3G blk: inhibitors of Vif-APOBEC3G interaction. Q9HC16. HeLa A3G-eYFP + Vif (tagged APOBEC3G with the HIV-1 protein that degrades it), YFP fluorescence, overnight. Potency, µM (series often up to 46.1 µM), for the others: at the top dose activity, negative = active, usual class: inhibitors. 0.076% of 410,000 active;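 also: potency is read from the fitted curve at half-maximal effect; % is scaled to controls: 0 for no effect and ±100 for the full control effect; nearly all actives have a fitted effect of over 60% in size; hits raise eYFP signal because A3G escapes Vif-driven loss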
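HeLa cells stably expressing Vif and C-terminally eYFP-tagged A3G, seeded overnight at 37 deg C, then exposed to compound by pintool overnight at 37 deg C. Rise in yellow fluorescence (Ex 488/Em 500-530, Acumen) marks blocked Vif-driven A3G degradation.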
LDHA block: blocks human lactate dehydrogenase A | purified LDHA, NADH/diaphorase-resazurin fluorescence; stronger effect = lower value | activity change, % (values are at about 110 or 230 µM) | 0.15% of 480,000 active; in the data active = activity change below about -30%; inconclusive = mostly about -25% to -30%;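 also: plate controls were DMSO wells for no effect and wells without enzyme for full effect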
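Enzyme activity of human lactate dehydrogenase 5 (2 nM; 0.06 mM NADH, 0.2 mM pyruvate, 5 min, RT) is measured via a resazurin/diaphorase fluorescence readout of residual NADH.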
The depositor's hits bear a star; ? = inconclusive; nt = no result given; & = joins results of further samples; [ ] = dose if it differs, or a comment. Unless noted, calls follow the shape of the dose curve; as a rule, active = well fitted curve in the direction sought with a large enough effect; inconclusive = small, poorly fitted or top-dose-only effect, or another doubt; inactive = no such curve, though single readings can be large; an effect the other way counts as inactive or inconclusive. These rows are one share of the data; count on the stated rates, not on these rows.

| Compound | TrxR1 substrate | Vif-A3F inh | PI4K2A block | Glioma ERSR ind | IDH1 R132H inh | USP1-UAF1 inh | RXFP1 agonist | Vif-APOBEC3G blk | LDHA block |
| --- | --- | --- | --- | --- | --- | --- | --- | --- | --- |
| Cc1ccccc1NC(=O)C(c1ccccc1)C1CCCC1 (centres undefined) | -5%[57.1 µM] | 0% | 0 | -5% | 13% | 0% | 1.2% | -7% | -5 |
| O=Cc1ccc(OCCCOc2cccc3cccnc23)cc1 | 13%[2.29 µM] | -2% | -2 | 8% | 17% | -22% | 6.2% | 3% | 1 |
| Cc1ccc(S(=O)(=O)CCC(=O)OCC(=O)c2ccc(C)c(C)c2)cc1 | -6% | 7% | -1 | -2% | 7% | -12% | 3.3% | -1% | -2 |
| Cc1ccc(N(CC2CO2)S(=O)(=O)c2ccc([N+](=O)[O-])cc2)cc1 (centres undefined) | -5% | 0% | 1 | -3% | 2% | -23% | -4.2% | -2% | -1 |
| Nc1ccn([C@@H]2O[C@H](COS(=O)(=O)O)[C@@H](O)[C@H]2O)c(=O)n1 | 6% | -17% | -3 | -1% | -5% | -20% | nt | -1% | -2 |
| COc1ccc(Cl)cc1Nc1nc2ccc(C)cc2n2cnnc12 | 6% | -1% | -4 | -9% | -5% | -12% | -0.7% | 1% | -10 |
| CCC(C(=O)Nc1ccccc1)c1ccccc1 (centres undefined) | 4% | 2% | 9 | -1% | 0% | -16% | -1.5% | -8% | -6 |
| CC(=O)N(C)c1ccc(NC(=O)C(Sc2ccccc2)c2ccccc2)cc1 (centres undefined) | -5% | 1% | 5 | 9% | -4% | -18% | -1.8% | -1% | -3 |
| COc1ccc(CN2CCN(Cc3ccco3)CC2)cc1 | -5%[57.1 µM] | -4% | 2 | -3% | 12% | -16% | -1.1% | 1% | -25 |
| CCOc1ccc(N=Nc2c(=O)[nH]n3c(=O)cc(C)[nH]c23)cc1 | -31% | -9% | ? | -7% | -1% | -11% | -4.4% | -6% | 8 |

| Compound | TrxR1 substrate | Vif-A3F inh | PI4K2A block | Glioma ERSR ind | IDH1 R132H inh | USP1-UAF1 inh | RXFP1 agonist | Vif-APOBEC3G blk | LDHA block |
| --- | --- | --- | --- | --- | --- | --- | --- | --- | --- |
| CCCCC(=O)Nc1c2c(nn1-c1ccc([N+](=O)[O-])cc1)CS(=O)(=O)C2 | -2% | -4% | 5 | -6% | 0% | -6% | 14% | 1% | -3 |
| CCOC(=O)c1ccc(NC(=O)Cn2c(C)nc3c(sc(=S)n3CC)c2=O)cc1 | -4% | 2% | 0 | -1% | 0% | -17% | 1.0% | -1% | -2 |
| CCNC(=S)N(CCc1c(C)[nH]c2ccc(C)cc12)Cc1ccco1 | -4% | -16% | -2 | -1% | -1% | -15% | 2.8% | 2% | -2 |
| Cc1ccc(NC(=O)C2CCN(C(=O)OC(C)(C)C)CC2)cc1S(=O)(=O)N1CCCCC1 | 2% | 6% | -8 | -4% | 1% | -17% | 2.8% | -15% | 3 |
| CCOC(=O)Cn1c(O)c(N=NC(=O)CNC(=O)Cc2ccccc2)c2ccccc21 | -5% | 8% | 0 | 0% | 9% | -21% | 2.1% | -1% | -1 |
| CCOC(=O)C1CCCN(c2c(N3CCN(c4ccccn4)CC3)c(=O)c2=O)C1 (centres undefined) | -12% | -4% | -5 | -3% | -5% | ? | -0.1% | 2% | -2 |
| COC(=O)Cc1c(C)nc2nc(-c3ccc(C)cc3)[nH]n2c1=O | 22%&18% | -3%&3% | -4&1 | -1%&1% | 1%&7% | -10%&-17% | -1.4%&-0.1% | 1%&-8% | -8&-6 |
| O=C1CSC(c2cccc([N+](=O)[O-])c2)N1CCN1CCCCC1 (centres undefined) | 5% | 0% | 1 | -2% | 5% | -22% | 2.1% | 1% | -2 |
| O=C(C[n+]1cc(Br)cc(Br)c1)c1ccc(-c2ccccc2)cc1 | -2% | 6% | 5 | 4% | 3% | -5% | 16% | -4% | -3 |
| Cc1ccccc1N=Cc1cc2c(cc1[N+](=O)[O-])OCO2 | -6% | -16% | 5 | -4% | 9% | -19% | 0.8% | -1% | 8 |

| Compound | TrxR1 substrate | Vif-A3F inh | PI4K2A block | Glioma ERSR ind | IDH1 R132H inh | USP1-UAF1 inh | RXFP1 agonist | Vif-APOBEC3G blk | LDHA block |
| --- | --- | --- | --- | --- | --- | --- | --- | --- | --- |
| O=C(NCCc1ccccc1Cl)c1ccc2c(c1)nc1n2CCCCC1 | -2%[57.1 µM] | 8% | 1 | -11% | -14% | ? | -3.1% | -1% | -3 |
| ClC(=C\c1ccccc1)/C=N/N1CCN(c2ccccn2)CC1 | -2% | -27% | 1 | 0% | -2% | 7% | -0.6% | -16% | -9 |
| Cc1cc(NC(=O)CCC(=O)N(c2ccccc2)C(C(=O)NCC2CCCO2)c2cccnc2)no1 (centres undefined) | -4% | 1% | 1 | -1% | 5% | -14% | -1.5% | 0% | -5 |
| CCCCn1c(N)c(N(C(=O)CSc2nncn2-c2ccccc2)C2CCCC2)c(=O)[nH]c1=O | 5% | -8% | -3 | -7% | -3% | -18% | nt | -8% | -5 |
| Cc1ccc(N2CC(C(=O)N3CCC(C(=O)Nc4cccc(Br)c4)CC3)CC2=O)cc1 (centres undefined) | -5%[57.1 µM] | -4% | -4 | -2% | -4% | -13% | 3.4% | -3% | -3 |
| C/C(CC(=O)Nc1ccc(N(C)C)cc1)=N\NC(=O)c1cnccn1 | -8% | -9% | -2 | 0% | 7% | 0% | -2.5% | 1% | 9 |
| CC(C)c1ccc(S(=O)(=O)N2CCN(C(=O)C3CC3C)CC2)cc1 (centres undefined) | 7% | 5% | 3 | -6% | 5% | -23% | -0.2% | 0% | -2 |
| O=C1NC2(c3ccccc3)NC(=O)NC2(c2ccccc2)N1 (centres undefined) | 12%[57.1 µM] | -6% | -2 | -3% | 4% | -22% | nt | -1% | -5 |
| CCOC(=O)N1CCN(C(=O)CN(C)S(=O)(=O)c2ccc(OC)c(OC)c2)CC1 | 14%[57.1 µM] | 4% | 1 | -5% | -1% | -12% | 0.6% | -1% | -6 |
| COCc1nnc(NS(=O)(=O)c2c(C)cc(C)cc2C)s1 | 0% | -11% | -3 | -2% | 17% | -16% | -0.1% | -1% | -5 |

| Compound | TrxR1 substrate | Vif-A3F inh | PI4K2A block | Glioma ERSR ind | IDH1 R132H inh | USP1-UAF1 inh | RXFP1 agonist | Vif-APOBEC3G blk | LDHA block |
| --- | --- | --- | --- | --- | --- | --- | --- | --- | --- |
| O=[N+]([O-])c1ccc2cc[nH]c2c1 | -9% | 1% | -6 | 1% | 6% | -18% | nt | 1% | 9 |
| CC1(C)CC(=O)C=C(NC2CCCCC2)C1 | -1% | 2% | -1 | -3% | -27% | -23% | 1.5% | 1% | -8 |
| COc1ccccc1NC(=O)N1CCCC1C(=O)Nc1ccc2c(c1)OCCO2 (centres undefined) | -1% | 2% | 4 | -2% | 1% | -23% | 0.1% | 1% | -1 |
| O=C(CN1CCCCC1)N1CCCc2ccccc21 | 13% | -2% | -6 | -4% | 2% | -9% | 1.1% | 1% | -24 |
| Cc1ccc2oc(=O)c(/C=C(\O)CC(C)C)nc2c1 | -11% | -17% | 0 | 1% | 4% | 0% | 0.4% | -1% | 11 |
| COc1ccccc1/C=C/C(=O)NCC(=O)N/N=C/c1ccc(C(=O)O)cc1 | 19% | 3% | -7 | -3% | 7% | -4% | 1.3% | 0% | 0 |
| Cc1cccc(NC(=O)C2CC3CCC2C3)c1C (centres undefined) | 2% | -3% | -20 | -6% | 0% | -15% | nt | -8% | -8 |
| CCc1ccc(NC(=O)CC2C(=O)N(c3cccc(OC)c3)C(=O)N2Cc2ccco2)cc1 (centres undefined) | 0% | -2% | 6 | -1% | -11% | -6% | 1.9% | -1% | -3 |
| CCCOc1cccc(C(=O)N(Cc2ccc(C)o2)C2CCS(=O)(=O)C2)c1 (centres undefined) | 6% | nt | -1 | nt | nt | 9% | 0.1% | nt | -2 |
| Cn1cccc1/C=C1\CCC/C(=C\c2cccn2C)C1=O | -22% | ? | 0 | -4% | 5% | 22µM* | -0.2% | ? | 7 |
| COn1c(=O)c(=O)n(OC)c2ccccc21 | -12% | 2% | 6 | -4% | 2% | -12% | -1.3% | 1% | -4 |
